Bioassay records as filed in PubChem.
Diaphorase inh: inhibits diaphorase or chemically oxidizes, flagging diaphorase assay artifacts; diaphorase resazurin-to-resorufin fluorescence, NADH, 16 min; bacterial (C. kluyveri) enzyme, not human; inhibition, % at 20 µM; actives 0.69% (n = 190,000); AID 1217;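 active = primary screen inhibition at 20 µM above a set limit, cut at about 50% in these data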;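 note: plate controls were DMSO with full reaction for no effect and wells lacking NADH for full effect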
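Test system: bacterial diaphorase enzyme (C. kluyveri); Quantity: 0.14 U/mL diaphorase, enzyme working solution; Times: reaction incubation of 16 min at room temperature; Measured by: fluorescence of resorufin formed from resazurin, Ex 544/Em 590 nm; Benchmarks: positive control minus NADH, DMSO neutral control.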
TNAP inh noacc: inhibitors of human TNAP without phosphate acceptor | AID 1012 | purified TNAP, CDP-star luminescence, 30 min | inhibition, % at 20 µM | actives 0.26% (n = 200,000);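 active = tissue-nonspecific alkaline phosphatase inhibition above about 50% at 20 µM in the single-dose screen, limit read from the data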;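 note: 0% = DMSO negative control and 100% = EDTA positive control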
Target sequence (P05186 whole entry, looked up): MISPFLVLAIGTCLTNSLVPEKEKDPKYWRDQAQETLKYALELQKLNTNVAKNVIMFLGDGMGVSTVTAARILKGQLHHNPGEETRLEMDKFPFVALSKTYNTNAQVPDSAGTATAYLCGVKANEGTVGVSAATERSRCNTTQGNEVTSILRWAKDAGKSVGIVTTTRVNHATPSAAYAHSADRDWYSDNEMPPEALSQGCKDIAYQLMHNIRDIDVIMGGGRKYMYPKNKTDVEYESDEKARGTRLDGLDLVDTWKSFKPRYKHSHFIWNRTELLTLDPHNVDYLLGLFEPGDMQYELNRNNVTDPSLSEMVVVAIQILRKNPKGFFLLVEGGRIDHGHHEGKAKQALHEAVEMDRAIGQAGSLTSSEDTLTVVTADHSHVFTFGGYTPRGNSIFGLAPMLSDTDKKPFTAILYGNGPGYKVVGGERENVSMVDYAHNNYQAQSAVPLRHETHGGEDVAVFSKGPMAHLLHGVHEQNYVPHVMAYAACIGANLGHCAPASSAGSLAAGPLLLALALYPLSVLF
G6PDH counter: L. mesenteroides G6PDH inhibition counter-screen. Purified L. mesenteroides G6PDH, diaphorase/resazurin coupled fluorescence, 45 min. inhibition, % at 5 µM. actives 0.12% (n = 200,000); in the data active = inhibition above about 50%
FLuc stim CS: affects firefly luciferase, flagging false hits in luciferase stimulation screens; P08659; ATPlite luciferase biochemical, luminescence, 10 min; 0 = ATP-free wells, 1 = DMSO control; activation factor at 10 µM; 200,000 tested, under 10 active; AID 1027;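 active = luciferase activation factor, scaled between plate controls, of at least 2 with compound at 10 µM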
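Assay system: Luciferase/luciferin reagent mix; Medium: PBS as buffer for the ATP substrate; Dosing: test compounds dosed from 2 mM stocks in 100% DMSO; Times: 10 min, room temperature; Signal: luminescence from luciferase reaction; Read-out: luciferase activation; Controls: No-ATP low control, compound-free enzyme-plus-ATP high control.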
PMI act: phosphomannose isomerase (human) activation; P34949; purified human PMI, coupled resazurin fluorescence, 20 min; stronger effect = higher value; 1 = vehicle control, 0 substrate-free wells; activation factor at 20 µM; actives 0.005% (n = 190,000);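 active = activation factor of 2 or more at 20 µM, relative to plate controls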
Target sequence (P34949 whole entry, looked up): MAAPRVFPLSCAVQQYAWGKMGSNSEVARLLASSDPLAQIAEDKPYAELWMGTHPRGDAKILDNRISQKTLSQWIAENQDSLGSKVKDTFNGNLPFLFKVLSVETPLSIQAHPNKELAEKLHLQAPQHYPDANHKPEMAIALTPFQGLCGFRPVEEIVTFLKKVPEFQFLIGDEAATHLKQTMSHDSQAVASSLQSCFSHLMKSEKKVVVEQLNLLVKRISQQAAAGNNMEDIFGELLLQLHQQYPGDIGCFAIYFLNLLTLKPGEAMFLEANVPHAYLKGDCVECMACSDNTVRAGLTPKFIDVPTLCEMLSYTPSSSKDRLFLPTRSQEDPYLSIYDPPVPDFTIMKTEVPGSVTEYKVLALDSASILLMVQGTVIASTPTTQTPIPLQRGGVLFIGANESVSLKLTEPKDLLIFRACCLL
TNAP inh hi DEA: TNAP (human) inhibition, high acceptor; P05186; purified TNAP, CDP-star luminescence, 1 M DEA; inhibition, % at 20 µM; actives 0.03% (n = 200,000); AID 1135;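 active = over 50% inhibition of tissue-nonspecific alkaline phosphatase at 20 µM in the single-dose screen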;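 note: plate controls were DMSO wells for no effect and EDTA-quenched wells as full inhibition for full effect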
PMI act hi M6P: activators of human phosphomannose isomerase at near-saturating mannose 6-phosphate. coupled PMI enzyme assay, resazurin fluorescence, 20 min; stronger effect = higher value; 1 = untreated enzyme, 0 = substrate-free blank. actives 0.34% (n = 190,000). activation factor at 20 µM. P34949;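 active = activation factor of 2 or more at 20 µM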
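assay system = human phosphomannose isomerase with PGI, G6PDH, diaphorase coupling enzymes | quantity = 15 ng/mL PMI | incubation = enzyme reaction with compound 20 min at room temperature | medium = HEPES pH 7.4 buffer with MgCl2 and Tween-20 | compound dosing = one concentration, 20 µM, in 1% DMSO | measured by = Diaphorase-driven resazurin-to-resorufin fluorescence, excitation 544, emission 590 nm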
HMGR II inh: E. faecalis class II HMG-CoA reductase inhibition; AID 1066; inhibition, % at 10 µM; actives 0.41% (n = 190,000); purified E. faecalis HMGR, NADPH absorbance 340 nm kinetic;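 active = inhibition above a set limit, the median over all tested compounds plus 3 SD, cut at about 9.5% in these data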;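 note: enzyme runs in reverse so mevalonate oxidation gives rising NADPH absorbance; 0% = complete reaction with DMSO and 100% = background rate lacking mevalonate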
Diaphorase act: activates diaphorase or chemically reduces, flagging diaphorase assay artifacts | actives 0.005% (n = 190,000) | activation factor at 20 µM | Diaphorase/resazurin coupled assay, resorufin fluorescence, 16 min; stronger effect = higher value; 1 = vehicle wells, 0 = NADH-free wells;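 active = diaphorase activity raised at least twofold by the compound at 20 µM; inactive = activation factor below 2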
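test system = bacterial diaphorase enzyme (C. kluyveri) | quantity = enzyme 0.07 U/mL final | reagent = NADH substrate 0.114 mM plus resazurin dye 0.1 mM, final | incubation = 16 min enzyme reaction, ambient temperature | buffer or medium = HEPES pH 7.4 buffer with MgCl2 and Tween 20 | signal = fluorescence of resorufin, 544 nm excitation, 590 nm emission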
TNAP act hiacc: increases human TNAP activity under high phosphate acceptor concentration | P05186 | purified TNAP, CDP-star luminescence, 1 M DEA, 30 min; stronger effect = higher value; 0 = EDTA background, 1 = DMSO-only activity | activation factor at 20 µM | 200,000 tested, under 10 active;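 active = activation factor at least 2 at 20 µM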
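Control set: EDTA negative control, DMSO positive control / Assay system: human TNAP / Quantity: TNAP 1/800 final / Evaluation: TNAP activation factor scaled between EDTA and DMSO control wells / Measured by: luminescent substrate turnover signal / Compound dosing: one dose, 20 µM / Times: 30 min enzyme reaction at room temperature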
* = called active by the depositor.

entry | Molecule | Diaphorase inh | TNAP inh noacc | G6PDH counter | FLuc stim CS | PMI act | TNAP inh hi DEA | PMI act hi M6P | HMGR II inh | Diaphorase act | TNAP act hiacc
1 | Cc1cc(C)n(-c2cc(Cl)ccc2[N+](=O)[O-])n1 | -9 | -4 | 12 | 1 | 1 | -1 | 0.9 | -1 | 1.1 | 1
2 | COC(=O)c1ccc(NC(=O)CN2CCC(NC(=O)c3ccco3)CC2)cc1 | 2 | -7 | -6 | 1 | 1.1 | 3 | 1 | -1 | 1 | 1
3 | CCCCCCC(=O)Nc1nc(C)c(-c2csc(Nc3cc(OC)ccc3OC)n2)s1 | 15 | -3 | 5 | 1.1 | 1.1 | -6 | 1.1 | 1 | 0.8 | 1.1
4 | Cc1ccc(C(=O)OCC(=O)NC(C)C)cc1S(=O)(=O)N1CCOCC1 | -12 | -12 | 4 | 1 | 1.2 | -6 | 1.1 | -2 | 1.1 | 1.1
5 | COc1cc(C2C(C(=O)c3cccs3)=C(O)C(=O)N2Cc2ccco2)cc(OC)c1OC (stereo unspecified) | 24 | -4 | 10 | 1.1 | 1 | -3 | 0.8 | 5 | 0.8 | 1
6 | Cc1cccc(C(=O)O/N=C(\N)c2cccc([N+](=O)[O-])c2)c1 | 8 | -8 | 4 | 0.1 | 1 | -3 | 1 | -4 | 0.9 | 1
7 | COCCNC(=O)CN1C(=O)COc2ccc(Cl)cc21 | -1 | 2 | 12 | 1.1 | 1.1 | -3 | 1 | -4 | 1 | 1
8 | CCOn1c(=O)c(C)[n+]([O-])c2ccccc21 | 4 | -4 | 4 | 1 | 1 | 2 | 1 | 1 | 1 | 1
9 | COc1ccc(C(=O)OCC(=O)NC2CC2)cc1S(=O)(=O)N1CCOCC1 | -12 | -5 | 2 | 1 | 1.2 | -2 | 1.1 | 0 | 1.1 | 1
10 | CCOc1ccccc1CNC(CC)CO (stereo unspecified) | 10 | -8 | 0 | 1 | 1 | -7 | 0.9 | -1 | 0.9 | 1.1
11 | O=C(NNS(=O)(=O)c1ccccc1[N+](=O)[O-])c1ccccc1Cl | 14 | 0 | 12 | 1.1 | 0.9 | -4 | 0.9 | -5 | 0.9 | 1
12 | O=C(CSCC(=O)N1CCCCC1)Nc1nc(-c2ccc(Cl)s2)cs1 | 36 | -9 | 6 | 1.1 | 0.8 | -5 | 0.8 | -3 | 0.6 | 1.1

From no. 1 as far as 11, as listed above:
entry | Molecule | Diaphorase inh | TNAP inh noacc | G6PDH counter | FLuc stim CS | PMI act | TNAP inh hi DEA | PMI act hi M6P | HMGR II inh | Diaphorase act | TNAP act hiacc
1 | Cc1cc(C)n(-c2cc(Cl)ccc2[N+](=O)[O-])n1 | -9 | -4 | 12 | 1 | 1 | -1 | 0.9 | -1 | 1.1 | 1
2 | COC(=O)c1ccc(NC(=O)CN2CCC(NC(=O)c3ccco3)CC2)cc1 | 2 | -7 | -6 | 1 | 1.1 | 3 | 1 | -1 | 1 | 1
3 | CCCCCCC(=O)Nc1nc(C)c(-c2csc(Nc3cc(OC)ccc3OC)n2)s1 | 15 | -3 | 5 | 1.1 | 1.1 | -6 | 1.1 | 1 | 0.8 | 1.1
4 | Cc1ccc(C(=O)OCC(=O)NC(C)C)cc1S(=O)(=O)N1CCOCC1 | -12 | -12 | 4 | 1 | 1.2 | -6 | 1.1 | -2 | 1.1 | 1.1
5 | COc1cc(C2C(C(=O)c3cccs3)=C(O)C(=O)N2Cc2ccco2)cc(OC)c1OC (stereo unspecified) | 24 | -4 | 10 | 1.1 | 1 | -3 | 0.8 | 5 | 0.8 | 1
6 | Cc1cccc(C(=O)O/N=C(\N)c2cccc([N+](=O)[O-])c2)c1 | 8 | -8 | 4 | 0.1 | 1 | -3 | 1 | -4 | 0.9 | 1
7 | COCCNC(=O)CN1C(=O)COc2ccc(Cl)cc21 | -1 | 2 | 12 | 1.1 | 1.1 | -3 | 1 | -4 | 1 | 1
8 | CCOn1c(=O)c(C)[n+]([O-])c2ccccc21 | 4 | -4 | 4 | 1 | 1 | 2 | 1 | 1 | 1 | 1
9 | COc1ccc(C(=O)OCC(=O)NC2CC2)cc1S(=O)(=O)N1CCOCC1 | -12 | -5 | 2 | 1 | 1.2 | -2 | 1.1 | 0 | 1.1 | 1
10 | CCOc1ccccc1CNC(CC)CO (stereo unspecified) | 10 | -8 | 0 | 1 | 1 | -7 | 0.9 | -1 | 0.9 | 1.1
11 | O=C(NNS(=O)(=O)c1ccccc1[N+](=O)[O-])c1ccccc1Cl | 14 | 0 | 12 | 1.1 | 0.9 | -4 | 0.9 | -5 | 0.9 | 1

More results follow.
entry | Molecule | Diaphorase inh | TNAP inh noacc | G6PDH counter | FLuc stim CS | PMI act | TNAP inh hi DEA | PMI act hi M6P | HMGR II inh | Diaphorase act | TNAP act hiacc
13 | O=C(CNCc1ccccc1Cl)NCc1ccco1 | -5 | -2 | 15 | 1 | 0.9 | -1 | 1 | -4 | 1 | 1
14 | Cc1csc(NC(=O)CCS(=O)(=O)c2ccc(Br)cc2)n1 | 14 | -17 | -7 | 1.1 | 0.9 | -8 | 1 | 3 | 0.9 | 1.1
15 | Cc1cc(Nc2ncc(Cl)cc2Cl)n(-c2ccccc2C)n1 | -4 | -1 | 7 | 1.1 | 1.2 | -7 | 1.2 | -3 | 1 | 1.1
16 | COc1ccc(NC(=O)CN2CCN(CC(=O)Nc3ccccc3Cl)CC2)cc1 | 8 | -3 | 7 | 1.1 | 1.4 | -4 | 1.5 | 2 | 0.9 | 1
17 | CCSc1nnc2nc(C)cc(C)n12 | 0 | -8 | 6 | 1.1 | 0.9 | -4 | 1 | 0 | 1 | 1
18 | Cc1ccc(S(=O)(=O)N2CCOCC2)cc1NC(=O)COC(=O)C1COc2ccccc2O1 (stereo unspecified) | 15 | -20 | 3 | 1 | 0.9 | -2 | 1.1 | -1 | 0.9 | 1
19 | O=C(CCCc1nc(-c2ccccc2Cl)no1)NC1CCCCC1 | 2 | -1 | 9 | 1 | 1 | -2 | 1.1 | 0 | 1 | 1
20 | CN(C)c1ccnc(Nc2ccc(F)cc2)c1C#N | 16 | -9 | 17 | 1 | 0.8 | -10 | 0.8 | -1 | 0.8 | 1.1
21 | O=[N+]([O-])c1cccc(S(=O)(=O)N2CCCCCC2)c1 | 0 | -9 | 4 | 1.1 | 1 | 1 | 1 | -3 | 1 | 1
22 | N#CCCSCc1ccc(C(=O)O)o1 | 21 | -19 | -17 | 1.1 | 0.8 | -8 | 0.8 | -8 | 0.8 | 1.1
23 | CN(C)CCCN=Cc1c(O)n(Cc2ccccc2)c(=O)c2ccccc12 | -1 | 4 | -1 | 1 | 1 | 6 | 1 | -9 | 1 | 0.9
24 | Cc1nc2ccc(NC(=O)c3cc([N+](=O)[O-])cc([N+](=O)[O-])c3Cl)cc2s1 | 45 | 0 | -27 | 0.7 | 1 | 1 | 1.1 | -12 | 0.5 | 1
25 | Cc1cccc(-n2c(CCc3ccccc3)nnc2SCC(=O)c2ccccc2)c1 | 8 | 0 | 0 | 1 | 1 | 6 | 1.1 | -8 | 0.9 | 0.9
26 | O=C(NCCCN1CCOCC1)c1ccc([N+](=O)[O-])cc1[N+](=O)[O-] | 9 | -7 | 2 | 1.1 | 1 | 2 | 0.9 | -1 | 0.9 | 1
27 | CCn1c(-c2cc(Cl)ccc2OC)n[nH]c1=S | 6 | 11 | 3 | 1 | 1.1 | 1 | 1 | -1 | 0.9 | 1
28 | Cc1ccccc1-n1c(Cn2c(=O)sc3ccccc32)nnc1SCC(=O)Nc1nccs1 | 14 | -8 | -5 | 1 | 0.9 | -1 | 0.9 | -6 | 0.9 | 1
29 | Cc1cc(C(C#N)c2ccccc2F)n2ncnc2n1 (stereo unspecified) | 2 | -4 | 7 | 1 | 1.1 | 0 | 1 | -3 | 1 | 1
30 | CSc1ccc(C(=S)N2CCN(C(c3ccccc3)c3ccccc3)CC2)cc1 | 26 | -14 | 13 | 1 | 0.8 | -6 | 0.9 | -2 | 0.7 | 1.1
31 | CCC(C)NC(=O)CSc1nc2ccccc2c(=O)n1Cc1ccc(OC)cc1 (stereo unspecified) | -1 | -7 | 9 | 1.1 | 1 | -4 | 1 | 0 | 1 | 1
32 | O=C1CCCC2=C1C(c1cccs1)n1nc(SCc3ccccc3F)nc1N2 (stereo unspecified) | 24 | -4 | 4 | 1 | 0.9 | 4 | 0.9 | 2 | 0.8 | 1
33 | CCCOc1ccc(OCCSc2ncccn2)cc1 | 21 | -3 | -12 | 0.9 | 0.8 | 3 | 0.8 | -6 | 0.8 | 1
34 | COC(=O)c1ccccc1NC(=O)CCCn1nc([N+](=O)[O-])c(Br)c1C | 6 | -7 | 12 | 1.1 | 1.1 | -6 | 1 | -1 | 0.9 | 1.1
35 | COC(=O)c1c(-c2cccc(OC)c2)csc1N | 21 | -5 | -14 | 1.1 | 0.7 | -2 | 0.7 | -9 | 0.8 | 1
36 | C=CCNC(=O)CCCCCNS(=O)(=O)c1ccc(OC)cc1 | 12 | -9 | 4 | 1.1 | 1 | -6 | 1 | -4 | 0.9 | 1.1
37 | O=C(Nc1cccc(-c2nc3ccccc3[nH]2)c1)c1ccco1 | 8 | -5 | 17 | 0.9 | 1.2 | -11 | 1.1 | -8 | 0.9 | 1.1
38 | Cc1c(CCOC(=O)C23CC4CC(CC(C)(C4)C2)C3)sc[n+]1Cc1ccccc1 | 15 | 8 | -1 | 1.1 | 0.9 | 34 | 0.9 | -3 | 0.9 | 0.7
39 | O=[N+]([O-])c1ccc(C[n+]2cccc3ccccc32)cc1 | 10 | -20 | 8 | 1 | 1 | -8 | 1 | 2 | 0.9 | 1.1
40 | CCOc1ccc(CC(=O)Nc2cc(=O)n(C)c(=O)n2C)cc1 | 8 | -12 | 6 | 1.1 | 1 | -2 | 1 | 3 | 0.9 | 1
41 | Cc1oc(-c2ccccc2)cc1C(N)=O | 10 | -10 | 0 | 1 | 1 | -4 | 1 | -1 | 0.9 | 1
